Screens as filed in PubChem BioAssay.
EBI2 block: EBI2 receptor antagonists, beta-arrestin recruitment, primary screen, cell-based, luminescence, 7a,25-OHC stimulation, uHTS; G-protein coupled receptor 183 (Homo sapiens), P32249; 360,000 compounds, 0.81% hits; 7a,25-OHC stimulated; inhibition, % at 5 µM; in the data active = inhibition above about 38%;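 also: enzyme fragment complementation signal reports receptor beta-arrestin coupling in cells; 0% = agonist plus DMSO wells and 100% = wells without agonist; some results beyond the cut were filed as inactive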
Target sequence (P32249 whole entry, looked up, the tested form may be a part): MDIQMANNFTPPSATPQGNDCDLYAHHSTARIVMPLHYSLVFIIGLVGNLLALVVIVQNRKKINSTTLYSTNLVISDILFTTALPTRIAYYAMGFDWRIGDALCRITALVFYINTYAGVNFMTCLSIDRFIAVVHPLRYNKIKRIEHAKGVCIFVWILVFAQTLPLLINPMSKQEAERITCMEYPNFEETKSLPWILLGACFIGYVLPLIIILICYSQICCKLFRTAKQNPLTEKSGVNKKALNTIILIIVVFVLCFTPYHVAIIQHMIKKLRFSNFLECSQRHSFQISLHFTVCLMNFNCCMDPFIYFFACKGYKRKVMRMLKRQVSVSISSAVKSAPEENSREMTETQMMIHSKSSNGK
tim23-1 inh: growth inhibitors of tim23-1 mutant yeast, primary screen, luminescence, uHTS | S. cerevisiae tim23-1 growth, BacTiter-Glo luminescence, 24 h | inhibition, % at 20 µM | 330,000 compounds, 1.3% hits | AID 463212, 2010;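 active = growth inhibition of the mutant yeast at or above 50%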;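 also: temperature-sensitive mutant grown at 25 °C; plate controls were DMSO-treated mutant yeast for no effect and medium wells lacking yeast for full effect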
CCR6 antag: CCR6 receptor antagonists, primary screen, cell-based, CHO-K1, luminescence, beta-arrestin, uHTS; C-C chemokine receptor type 6 (Homo sapiens), P51684; CHO-K1 CCR6 PathHunter beta-arrestin, CCL20-stimulated; inhibition, % at 20 µM; 340,000 compounds, 0.49% hits;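 active = compounds whose inhibition of the agonist-driven luminescence signal at 20 µM reaches about 50%, limit read from the data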;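 also: cells stimulated with CCL20 at 14 nM final; plate controls were DMSO with CCL20 for no effect and DMSO without agonist for full effect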
Target sequence (P51684 whole entry, looked up): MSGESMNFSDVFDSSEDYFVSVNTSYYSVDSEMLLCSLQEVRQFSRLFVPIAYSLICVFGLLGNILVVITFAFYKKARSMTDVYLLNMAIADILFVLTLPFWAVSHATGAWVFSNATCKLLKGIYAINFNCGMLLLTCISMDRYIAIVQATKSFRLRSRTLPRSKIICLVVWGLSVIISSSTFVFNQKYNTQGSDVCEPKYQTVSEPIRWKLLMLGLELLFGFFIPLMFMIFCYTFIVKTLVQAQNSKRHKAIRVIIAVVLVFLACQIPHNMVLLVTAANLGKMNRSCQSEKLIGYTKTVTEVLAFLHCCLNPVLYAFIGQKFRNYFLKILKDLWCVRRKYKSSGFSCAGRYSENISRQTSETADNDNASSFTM
APJ agonist: agonists of human apelin receptor APJ, primary screen, CHO-K1 cells, PathHunter beta-arrestin, luminescence | AID 2520, 2010 | 330,000 compounds, 0.11% hits | 0% DMSO wells, 100% apelin | activation, % at 20 µM;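 active = activation more than six SD over the plate average, tested at 20 µM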;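 also: 0% = DMSO alone and 100% = apelin-13 at 10 nM; some results filed as inactive read as strong as hits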
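Material: engineered CHO-K1 APJ arrestin reporter cells; amount: 1000 CHO-K1 reporter cells seeded per well; incubation: compound stimulation 90 min at 25 °C, detection 60 min; signal: luminescent beta-gal fragment complementation, chemiluminescent substrate; read-out basis: APJ agonist activity; controls: DMSO-only wells as negative, 10 nM Apelin-13 as positive control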
UPR XBP1 act: activators of adaptive XBP1 UPR arm, primary screen, cell-based, CHO-XBP1 luciferase reporter, luminescence, uHTS; IRE1-XBP1 UPR activation; percent of tunicamycin response, DMSO as zero; activation, % at 20 µM; 330,000 compounds, 0.33% hits;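 active = versus positive control, 20 µM dose yields 30% or more activation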;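 also: 100% = tunicamycin at 10 µg/mL and 0% = DMSO only wells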
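Assay system: IRE1-XBP1 luciferase reporter CHO line. Input: 1000 cells/well. Buffer or medium: F12 with 10% serum. Doses: 20 µM, 1% DMSO. Times: overnight seeding at 37 °C, 6 h compound treatment at 37 °C. Technique: Steady-Glo luciferase glow luminescence, 10 min after reagent addition.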
CXCR6 block: CXCR6 receptor inhibitors, primary screen, cell-based, beta-arrestin, luminescence, CHO-K1 PathHunter, 1536-well; inhibition, % at 20 µM; C-X-C chemokine receptor type 6 (Homo sapiens), O00574; 360,000 compounds, 0.36% hits; AID 602244, 2012; in the data active = inhibition above about 34%, passing the limit was not always enough;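 also: antagonist mode with CXCL16 agonist at 10 nM final; 0% = 10 nM CXCL16 with DMSO and 100% = unstimulated wells without agonist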
Target sequence (O00574 whole entry, looked up): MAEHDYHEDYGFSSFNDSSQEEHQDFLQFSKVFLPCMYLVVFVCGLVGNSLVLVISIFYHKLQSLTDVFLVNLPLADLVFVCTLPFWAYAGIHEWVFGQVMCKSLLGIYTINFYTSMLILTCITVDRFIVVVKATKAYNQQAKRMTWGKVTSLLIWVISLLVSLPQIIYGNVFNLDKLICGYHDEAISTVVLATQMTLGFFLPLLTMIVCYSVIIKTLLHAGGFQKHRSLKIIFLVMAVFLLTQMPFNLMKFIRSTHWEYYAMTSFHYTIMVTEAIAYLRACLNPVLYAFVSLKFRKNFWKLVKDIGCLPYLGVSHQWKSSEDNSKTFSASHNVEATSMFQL
UPR CHOP act: activators of apoptotic CHOP UPR arm, primary screen, cell-based, CHO-CHOP luciferase reporter, luminescence, uHTS | 330,000 compounds, 0.34% hits | activation, % at 10 µM | UPR activation; percent of tunicamycin response over DMSO baseline;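 active = at 10 µM dose, activation of 40% or more, normalized to positive control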;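 also: 100% = tunicamycin at 10 µg/mL and 0% = DMSO alone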
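Dosing – one dose, 10 µM in 0.5% DMSO · System – CHO-CHOP cells, stable luciferase reporter of PERK-eIF2a-CHOP signalling · Input – 500 cells/well · Control set – tunicamycin 10 µg/mL final as positive, DMSO-only wells as negative · Timing – 6 h compound treatment, 37 °C · Measure – % activation vs tunicamycin · Technique – luminescence read with Steady-Glo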
Mdm2-MdmX inh: inhibitors of human Mdm2-MdmX association, primary screen, cell-based, luminescence, split luciferase, SaOS-2, uHTS; SaOS-2 split-luciferase Mdm2/MdmX complementation; inhibition, % at 8 µM; 330,000 compounds, 3% hits; Protein Mdm4 (Homo sapiens) + E3 ubiquitin-protein ligase Mdm2 (Homo sapiens), …;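 active = inhibition of at least 50% at 8 µM in the primary screen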
APJ antag: antagonists of human apelin receptor APJ, primary screen, CHO-K1 cells, beta-arrestin complementation, luminescence; 330,000 compounds, 0.32% hits; inhibition, % at 20 µM; AID 2521, 2010; P35414;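 active = inhibition above about 40% at 20 µM, limit read from the data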;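 also: cells challenged with 10 nM apelin-13 agonist together with compound; plate controls were apelin-13 plus DMSO wells for no effect and DMSO wells lacking apelin-13 for full effect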
* marks the source's active call; other numbers are inactive results; nt = not tested or not shown. An excerpt; the hit share may differ from the screen's.

SMILES	EBI2 block	tim23-1 inh	CCR6 antag	APJ agonist	UPR XBP1 act	CXCR6 block	UPR CHOP act	Mdm2-MdmX inh	APJ antag
CCn1c(-c2cccn(Cc3ccc(Cl)cc3Cl)c2=O)n[nH]c1=S	4	5	8	-5	1	-1	-2.3	-25	1
COc1ccc(-c2noc(CN(C)Cc3ccccc3)n2)c(OC)c1OC	9	-4	23	0	1	14	0.7	-35	5
O=C(O)CC12CC3CC(C1)CC(n1ncc(NCc4ccccc4Cl)c(Cl)c1=O)(C3)C2	-11	7	11	-3	-3	-3	2.5	0	-14
COc1ccc(C2C(C(C)=O)=C(O)C(=O)N2Cc2cccnc2)cc1 (configuration not stated)	-8	6	12	-6	-3	-3	-2.3	-2	17
COc1ccc(Cl)cc1-c1nc(SCC(=O)N(C)C2CCS(=O)(=O)C2)n[nH]1 (configuration not stated)	1	-3	6	0	-2	-7	-1.4	18	5
CC(=O)c1cccc(NC(=O)c2sc3nc4n(c(=O)c3c2C)CCCCC4)c1	-2	20	4	9	-2	0	2.6	19	-6
N#CCCn1cc(C(=O)Nc2ccccc2Br)c(-c2cccs2)n1	-3	18	11	-2	-1	-2	-2.7	-5	-6
Cc1ccc(OCC(=O)NS(=O)(=O)c2ccccc2)cc1	0	-1	-10	-3	-1	4	-2.3	1	-20
C/C(=N\OCC(=O)Nc1ccc(F)c(F)c1F)c1cc2ccccc2o1	-11	24	7	-2	-2	-6	4.9	3	-1
Cc1ccc(S(=O)(=O)N(c2nc(NC(C)C)nc(NC(C)C)n2)n2cnnc2)cc1	5	3	11	4	-3	3	0.8	10	-8

Part of the list above in a different format.
Molecule | EBI2 block | tim23-1 inh | CCR6 antag | APJ agonist | UPR XBP1 act | CXCR6 block | UPR CHOP act | Mdm2-MdmX inh | APJ antag
COc1ccc(-c2noc(CN(C)Cc3ccccc3)n2)c(OC)c1OC | 9 | -4 | 23 | 0 | 1 | 14 | 0.7 | -35 | 5
COc1ccc(Cl)cc1-c1nc(SCC(=O)N(C)C2CCS(=O)(=O)C2)n[nH]1 (configuration not stated) | 1 | -3 | 6 | 0 | -2 | -7 | -1.4 | 18 | 5

Carrying on.
SMILES	EBI2 block	tim23-1 inh	CCR6 antag	APJ agonist	UPR XBP1 act	CXCR6 block	UPR CHOP act	Mdm2-MdmX inh	APJ antag
CCCn1c(C)cc(C(=O)Cn2nnc3ccccc3c2=O)c1C	-3	27	-12	-1	-2	-1	3.2	-100	11
CCc1ccc(NC(=O)COC(=O)CN2C(=O)COc3ccccc32)cc1	2	9	-3	-5	-1	-6	-0.4	-1	10
CC(C)(C)NC(=O)C(c1ccc(F)cc1)N(Cc1ccco1)C(=O)c1csnn1 (configuration not stated)	-6	18	-9	-5	3	6	-2.1	23	7
COC(=O)c1cc2occc2n1CC(=O)Nc1ccc(OC)c(OC)c1OC	-1	21	4	0	-4	0	1.2	-29	-21
O=C(NCCCNc1ccc(C(F)(F)F)cc1[N+](=O)[O-])c1ccc(F)cc1	5	-11	15	-1	-2	-1	-0.8	10	-7
O=S(=O)(Nc1ccc(O)c2ccccc12)c1ccc(F)cc1	7	31	10	4	2	-20	2.8	23	-34
NC(=S)N/N=C1\CCSc2ccc(Cl)cc21	4	-21	-2	-2	4	-6	-0.2	26	13
Cc1cccc(-n2cc(-c3ccccc3)[nH]c2=S)c1	7	51*	3	-1	-3	-3	2.9	-18	-13
O=C(CN1CCN(c2cccc(C(F)(F)F)c2)CC1)N(C1CCCC1)C1CCS(=O)(=O)C1 (configuration not stated)	-1	4	6	-4	2	-1	2.5	14	19
Cc1ccc(-n2nnnc2SCC(=O)Nc2c(C)n(C)n(-c3ccccc3)c2=O)cc1	1	18	21	-3	-3	-6	-2.0	4	7
CC(C)Cc1nc2n[nH]c(N)c2c2c1CCCC2	11	14	10	-3	-1	4	-2.0	4	12
Clc1cccc(Nc2c3c(nc4ncnn24)CCC3)c1	-7	-4	7	-4	-1	-4	-0.2	-9	-16
Cc1nc(-c2ccc3c(c2)CCC(=O)N3)cs1	1	-4	6	-8	4	-3	2.6	17	3
CCN1C(=O)CC(N2CCN(c3cccc(OC)c3)CC2)C1=O (configuration not stated)	-3	14	-11	-2	1	-4	0.7	-6	-14
C=C(C)CSc1nnc([C@H](CCSC)NC(=O)OC(C)(C)C)o1	8	22	4	-3	0	0	-0.2	-6	9
COc1ccccc1OCCNc1cc(N2CCOCC2)ccc1[N+](=O)[O-]	11	36	11	-3	4	-1	3.1	17	15
Cc1cc(NC(=O)CCCn2nc([N+](=O)[O-])c(Cl)c2C)no1	3	6	-4	-2	-2	4	-0.5	5	3
N#CCOc1nc(N2CCCC2)nc(N2CCCC2)n1	-6	16	-10	5	0	-2	1.2	10	10
COc1ccc(-c2nc3c(n2O)CCCC3=O)cc1OC	1	-1	14	-2	-5	-3	-1.0	18	-6
CC(=O)Nc1ccc(NC(=O)C2CCC(N3C(=O)C4C5C=CC(C6CC56)C4C3=O)CC2)cc1 (configuration not stated)	6	6	-5	-3	-6	3	0.0	15	-11

Reprinted from the part before: 2 entries, then new ones.
SMILES	EBI2 block	tim23-1 inh	CCR6 antag	APJ agonist	UPR XBP1 act	CXCR6 block	UPR CHOP act	Mdm2-MdmX inh	APJ antag
COc1ccc(-c2nc3c(n2O)CCCC3=O)cc1OC	1	-1	14	-2	-5	-3	-1.0	18	-6
CC(=O)Nc1ccc(NC(=O)C2CCC(N3C(=O)C4C5C=CC(C6CC56)C4C3=O)CC2)cc1 (configuration not stated)	6	6	-5	-3	-6	3	0.0	15	-11
CCN(CC)C(=O)COc1ccc(/C(C)=N/Nc2ncc(Cl)cc2Cl)cc1	-4	28	14	-5	0	-12	2.6	-7	-10
C=CCn1c(SCc2nc3sc(C(=O)O)c(C)c3c(=O)[nH]2)nnc1-c1ccc(F)cc1	0	17	10	2	-2	-21	-1.0	-11	0
CCc1ccc(N2CN(CCc3ccccc3)CNC2=S)cc1	5	-1	10	-1	-2	13	0.4	-2	-10
CCN(CC)CCN(C(=O)c1ccc(S(=O)(=O)N(CC)c2ccccc2)cc1)c1nc2c(OC)ccc(OC)c2s1	-11	23	11	-6	-1	28	2.6	38	15
CC(=O)Nc1ccc(S(=O)(=O)NCc2ccc(C(=O)NCCCN3CCC(C)CC3)cc2)cc1	-15	-17	11	1	-2	7	3.6	-1	14
COc1cc(/C=C/C(=O)O)cc(S(=O)(=O)Nc2ccccc2C(=O)NCc2ccco2)c1OC	-15	-14	6	-4	-2	12	3.1	14	10
O=C(Cn1nc(CNc2ccc(Cl)cc2)[n+]2c1CCCCC2)c1ccc(Cl)cc1	-5	5	1	nt	3	2	0.4	12	7
O=C(Cc1ccc(Cl)cc1)N/N=C/c1cccs1	-4	5	6	-1	0	-6	0.3	3	-12
CCNC(=O)N(C)C[C@H]1N[C@@](CC)(C(=O)OC)[C@H]2C(=O)N(C)C(=O)[C@@H]12	-9	0	-10	6	-1	-8	-2.3	5	-11
COc1ccc2c(-c3ccccc3)cc(SCC(=O)NC(N)=O)nc2c1	10	-14	11	-2	-1	6	-2.1	19	8
CCOc1ccc2[nH]c(=O)c(C(c3nnnn3C3CCCCC3)N3CCN(C)CC3)cc2c1 (configuration not stated)	-8	-3	-16	0	-2	4	-0.3	-19	0
COC(=O)c1ccc(Cn2c(O)c(N=NC(N)=S)c3ccccc32)o1	4	21	3	-3	0	10	-0.7	-9	4
Cc1ccc(CNC(=O)CN(C(=O)C2(C)CC(=O)N=C3C=CC=CN32)c2ccc(F)cc2)cc1 (configuration not stated)	-8	0	-1	3	-5	1	-1.2	-1	8
O=C1c2ccccc2NC(c2ccccc2O)N1c1ccc(F)cc1 (configuration not stated)	1	15	21	-5	-3	-7	6.5	-31	14
O=Cc1sc(Nc2ccccc2)nc1Cl	-4	51*	24	-2	1	9	2.6	-7	-7
CC1(C(=O)OCC(=O)Nc2ncc(Cl)cc2Cl)CC1(Cl)Cl (configuration not stated)	6	21	15	-4	1	7	-0.2	-4	-38
CCC(C)Nc1nc2ccccc2n2c(C)nnc12 (configuration not stated)	0	19	14	-5	9	0	0.2	37	9
CC(C)CC(=O)N1CCN(C(=O)c2ccc(F)cc2)CC1	4	-7	5	-1	-2	-2	-1.1	1	9
CC[C@@]1(C(=O)OC)N[C@H](CN(C)C(=O)c2ccccc2)[C@@H]2C(=O)N(C)C(=O)[C@@H]21	-12	16	5	-4	-1	-4	0.5	23	-9
Cc1cccc(NC(=O)c2cnc3scc(C)n3c2=O)c1	13	17	14	0	4	6	3.4	-98	10

Profiles as entered above. Screens in order: EBI2 block	tim23-1 inh	CCR6 antag	APJ agonist	UPR XBP1 act	CXCR6 block	UPR CHOP act	Mdm2-MdmX inh	APJ antag
O=Cc1sc(Nc2ccccc2)nc1Cl as listed: -4	51*	24	-2	1	9	2.6	-7	-7
COC(=O)c1ccc(Cn2c(O)c(N=NC(N)=S)c3ccccc32)o1 as listed: 4	21	3	-3	0	10	-0.7	-9	4
Cc1cccc(NC(=O)c2cnc3scc(C)n3c2=O)c1 as listed: 13	17	14	0	4	6	3.4	-98	10
Cc1ccc(CNC(=O)CN(C(=O)C2(C)CC(=O)N=C3C=CC=CN32)c2ccc(F)cc2)cc1 (configuration not stated) as listed: -8	0	-1	3	-5	1	-1.2	-1	8

Next records.
SMILES	EBI2 block	tim23-1 inh	CCR6 antag	APJ agonist	UPR XBP1 act	CXCR6 block	UPR CHOP act	Mdm2-MdmX inh	APJ antag
COc1ccc(-n2nc(C(=O)NCC(=O)N3CCCC3)c3ccccc3c2=O)cc1Cl	-7	31	2	0	-5	-12	1.2	-44	8
O=C(NCc1ccco1)c1cccc(Nc2nc3ccc(Br)cc3[nH]2)c1	2	19	-2	2	-2	-16	1.2	12	-26
Cc1ccc(C)c(NC(=O)CCCCCCCCCCC2COCCO2)c1 (configuration not stated)	-7	6	12	-2	-3	-5	-1.2	-19	3
CCOC(=O)N1c2ccccc2Sc2ccccc21	-7	-37	16	-5	-3	2	-1.6	14	21
O=C(Nc1ccccc1N1CCN(C(=O)c2ccc(Cl)cc2)CC1)c1ccc(Br)cc1	20	27	0	-4	2	7	0.3	18	-5
